Bioassay records deposited in PubChem BioAssay by National Center for Advancing Translational Sciences (NCATS).
RORg inh: ROR gamma (mouse) transcription inhibition; P51450; Drosophila S2 Gal4-RORgamma UAS-luciferase reporter, 20 h; Potency, µM (doses to about 53.6 µM), inactives show at the highest dose activity change, negative = inhibition, usual class: inhibitors; 5.4% of 310,000 active; AID 2551; note: potency is the fitted concentration of half-maximal effect; % is set by controls: 0 for no effect and ±100 for the full control effect; nearly all actives have a fitted effect of over 60% in size
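Schneider cells (Drosophila), stable Gal4 DBD–ROR gamma + UAS-luc; 1 hr cmpd preincubation; Cu2+ induction 700 uM final; 20 hr ambient; luminescence.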
ELG1 DNA repair: inhibitors of ELG1-dependent DNA repair in HEK293T cells; HEK293T ELG1-luciferase reporter, luminescence, 16 h; DNA damage induced by 5-fluorouridine; Potency, µM (highest dose often 46.1 µM), for the others: at the top dose activity change, negative = inhibition, hits mostly inhibitors; 2.3% of 330,000 active; AID 504467; note: potency is the fitted concentration of half-maximal effect; % is set by controls: 0 for no effect and ±100 for the full control effect; nearly all actives have a fitted effect of over 55% in size
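DMSO vehicle served as the neutral condition. Each well held 2,000 cells given 5-fluorouridine plus compound; after 16 hr at 37 °C/5% CO2, ONE-Glo was added and luciferase measured 30 min later.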
Tb PFK block: inhibitors of T. brucei phosphofructokinase | O15648 | T. brucei PFK, ADP-Glo luminescence | Potency, µM (top dose mostly 57.5 µM), for inactives: at the highest dose activity, negative = inhibition, usual class: inhibitors | 0.17% of 330,000 active;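 note: potency is the fitted concentration of half-maximal effect; 0% = uninhibited 1x PFK enzyme wells and -100% = no-enzyme wells; nearly all actives have a fitted effect of over 60% in size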
Target sequence (O15648 whole entry, looked up): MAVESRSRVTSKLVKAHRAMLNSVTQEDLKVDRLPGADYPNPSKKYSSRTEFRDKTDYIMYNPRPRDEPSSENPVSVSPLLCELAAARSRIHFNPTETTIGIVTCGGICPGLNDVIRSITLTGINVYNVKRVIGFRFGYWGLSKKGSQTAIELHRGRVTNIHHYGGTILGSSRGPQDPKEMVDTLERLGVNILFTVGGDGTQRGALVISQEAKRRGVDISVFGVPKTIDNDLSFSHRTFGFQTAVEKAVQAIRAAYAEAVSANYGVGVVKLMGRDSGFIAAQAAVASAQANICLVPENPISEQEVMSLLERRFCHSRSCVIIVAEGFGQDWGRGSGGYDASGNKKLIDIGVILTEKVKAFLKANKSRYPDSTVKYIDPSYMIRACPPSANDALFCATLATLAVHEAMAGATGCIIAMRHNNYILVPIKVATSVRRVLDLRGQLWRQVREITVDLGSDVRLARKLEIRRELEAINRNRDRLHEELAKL
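Activity is normalized to no-enzyme wells (full inhibition) and 1.25 nM enzyme wells (no inhibition). Reaction: 0.5 mM F6P, 0.1 mM ATP, 45 min RT, ADP-Glo luminescence; concentration-response curves fitted and classed by quality.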
p53 reactivator: re-activators of mutant p53 | H1299 p53-A138V BP100-luciferase reporter, luminescence, 24 h | Potency, µM (highest dose often 92.2 µM), without a hit: at the top dose activity change, positive = activation, hits mostly activators | 0.063% of 320,000 active; note: potency is the fitted concentration of half-maximal effect; % of control where 0% means no effect; nearly all actives have a fitted effect of over 45% in size
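H1299 (p53-null), stable ts p53-A138V + BP100-Luc; 1000 cells/well, Opti-MEM/10% FBS; cpd 4 pt, 1:5; 24 h, 37 deg C, 5% CO2; detection reagent 10 min RT; luminescence.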
Rab9 promoter act: activators of Rab9 promoter. Huh7 Rab9 promoter-luciferase reporter, luminescence, 24 h. 2.8% of 320,000 active. AID 485297. Potency, µM (titrated, usually from 9.22 µM), without a hit: top-dose activation, negative = inhibition, usual class: activators; note: potency is the fitted concentration of half-maximal effect; % of control where 0% means no effect; nearly all actives have a fitted effect of over 60% in size
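Cells were plated at 1500 per well in reduced-serum medium with 10% FBS and left 2 h. Compound in DMSO was then added for 24 h at 37 °C. Reporter signal was read by luminescence after 10 min with luciferase detection reagent.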
ELG1 genotoxic: inducers of genotoxicity in HEK293T ELG1-luciferase cells; HEK293T ELG1-luciferase reporter, luminescence, 16 h; AID 504466; 1.3% of 330,000 active; Potency, µM (titrated, usually from 46 µM), inactives show at the highest dose activity change, positive = activation, most hits filed as activators; note: potency is the fitted concentration of half-maximal effect; % of control where 0% means no effect; nearly all actives have a fitted effect of over 60% in size
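Step 1: seed 2,000 HEK293T ELG1-luciferase cells per well. Step 2: add compound or DMSO, incubate 16 hr at 37 °C. Step 3: ONE-Glo, 30 min at room temperature, read luminescence.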
TRPV1 ag: activates the human vanilloid receptor TRPV1. Q8NER1. TRPV1-expressing cells, Fluo-8 calcium influx, agonist mode. activation, % at 8.33 µM. 0.19% of 320,000 active. AID 540275; in the data active = activation above about 80%; inconclusive = between about 30% and that limit; note: 0% is about no effect
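TRPV1-expressing cells were cultured overnight at 35.5C and loaded with Fluo-8 calcium dye for 40 to 90 min at room temperature. After a 10 s baseline, compound was added and calcium influx was read kinetically for 3 min (ex 480/em 520 nm).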
NPC1 promoter act: activators of NPC1 promoter. Huh7 NPC1 promoter luciferase reporter, 24 h. Potency, µM (titrated, usually from 9.22 µM), without a hit: at the highest dose activation, most hits filed as activators. 2.4% of 320,000 active. AID 485313;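 note: potency is the fitted concentration of half-maximal effect; % of control where 0% means no effect; nearly all actives have a fitted effect of over 60% in size; reporter is driven by a mutant NPC1 promoter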
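Stable NPC1-promoter luciferase Huh7 line; cpd (DMSO) 24 h, 37 °C, 5% CO2; Amplite luciferase reagent 10 min RT; luminescence readout. qHTS format.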
BRCA1 expr up: increases BRCA1 expression; MCF7-BRCA1-FFLuc reporter, luminescence, 48 h; response scale: scaled: vehicle 0%, 10 µM genistein 100%; Potency, µM (highest dose often 46.1 µM), inactives show at the top dose activation, most hits filed as activators; 1.1% of 380,000 active; AID 624202; note: potency is the fitted concentration of half-maximal effect; nearly all actives have a fitted effect of over 80% in size; some results filed as inactive show a strong effect at the top dose
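Activators of BRCA1 expression were detected as increased firefly luciferase luminescence in engineered MCF7 cells after 48 h compound incubation. Signals were scaled to genistein 10 microM as full activation.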
FLuc modulator: firefly luciferase modulation, counter-screen for miR-21 project; AID 588342; Potency, µM (top dose mostly 57.5 µM), without a hit: at the highest dose activity change, negative = inhibition, hits mostly inhibitors; 6.9% of 360,000 active; P08659; purified FLuc, Km substrates, luminescence inhibition;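 note: potency is the fitted concentration of half-maximal effect; plate controls were vehicle for no effect and reference inhibitor for full effect; nearly all actives have a fitted effect of over 55% in size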
Target sequence (P08659 whole entry, looked up): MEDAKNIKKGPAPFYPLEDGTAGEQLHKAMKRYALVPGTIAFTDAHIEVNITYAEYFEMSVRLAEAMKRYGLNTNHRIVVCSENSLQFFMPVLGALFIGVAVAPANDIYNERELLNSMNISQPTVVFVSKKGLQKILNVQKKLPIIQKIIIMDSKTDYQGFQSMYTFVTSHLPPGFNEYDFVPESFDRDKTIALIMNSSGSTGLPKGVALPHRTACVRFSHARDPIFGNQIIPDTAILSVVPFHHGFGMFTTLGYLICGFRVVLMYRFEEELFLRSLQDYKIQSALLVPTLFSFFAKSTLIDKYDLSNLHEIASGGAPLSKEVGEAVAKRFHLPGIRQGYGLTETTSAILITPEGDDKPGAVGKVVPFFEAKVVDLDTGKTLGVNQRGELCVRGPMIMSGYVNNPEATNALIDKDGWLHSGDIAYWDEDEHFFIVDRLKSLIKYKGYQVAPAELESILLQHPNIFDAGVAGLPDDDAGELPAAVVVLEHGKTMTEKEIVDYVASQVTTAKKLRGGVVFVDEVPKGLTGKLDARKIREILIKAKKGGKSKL
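Purified P. pyralis luciferase, 10 nM final, with Km-level 10 uM D-luciferin and 10 uM ATP in 50 mM Tris acetate pH 7.5, 10 mM Mg acetate, 0.01% Tween-20, 0.05% BSA; 6-point qHTS titration about 60 µM downward; luminescence read.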
Gal4-VP16 FLuc: counter-screen for ROR gamma inhibitors: Gal4-VP16 reporter; Drosophila S2 Gal4-VP16 UAS-luciferase, luminescence, 20 h; 3.5% of 310,000 active; AID 2546; Potency, µM (highest dose often 53.6 µM), inactives show at the highest dose activity, negative = inhibition, hits mostly inhibitors;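 note: Gal4-VP16 expression switched on by copper sulfate through the metallothionein promoter; potency is the fitted concentration of half-maximal effect; % is set by controls: 0 for no effect and ±100 for the full control effect; nearly all actives have a fitted effect of over 50% in size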
Active calls of the source: *; ? = inconclusive; nt = not tested or not shown; [ ] = remark or other dose. Unless noted, calls come from the whole dose curve; as a rule, active = well fitted curve in the direction sought with a large enough effect; inconclusive = small, poorly fitted or top-dose-only effect, or another doubt; inactive = no such curve, though single readings can be large; an effect the other way counts as inactive or inconclusive.

Each structure is followed by: Tb PFK block | RORg inh | TRPV1 ag | BRCA1 expr up | ELG1 DNA repair | p53 reactivator | Rab9 promoter act | Gal4-VP16 FLuc | NPC1 promoter act | FLuc modulator | ELG1 genotoxic
1: Cc1cc2c(n1-c1ccc(Br)cc1)CC(C)(C)CC2=O
→ -3% | 5% | 21 | 1% | 4% | -2% | -4% | -9% | 1% | 1% | 2%
2: NC(=O)CN1C(=O)NC(c2ccccc2)(c2ccccc2)C1=O
→ -5% | 2% | -1 | -4% | -1% | -1% | -2% | 6% | 1% | 2% | -3%
3: CCOC(=O)C1CCN(c2cc3c(cc2NC(=O)c2ccccc2)n(C)c(=O)n3C)CC1
→ 1% | -31% | 29 | -15% | ? | 5% | 6% | -1% | 1% | 6% | -8%[9.26 µM]
4: CCCn1c(O)c(N=NC(=O)CNC(=O)Cc2ccc(OC)cc2)c2ccccc21
→ -10% | -2% | ? | 6% | 0% | -2% | -4% | 1% | -2% | -4% | 3%
5: CC(C)(C)c1ccc(OCc2ccc(C(=O)N/N=C/c3ccc(O)c(O)c3)cc2)cc1
→ 1% | ? | ? | -80% | -6% | -1% | -34%[inhibitor] | 16µM* | -17% | ? | 13%
6: Cc1cccc(-c2nc3c(s2)CCc2onc(-c4ccc(Br)cc4)c2-3)c1
→ 2% | 5% | 1 | 31% | 15% | nt | 0% | 4% | -2% | -13% | 5%
7: CN1CCN(C(=O)c2ccccc2NC(=O)c2sc3ccccc3c2Cl)CC1
→ 2% | nt | 9 | -15% | 15% | nt | 13% | nt | 1% | ? | 2%
8: COc1cc(C)nc(N2CCC(C(N)=O)CC2)n1
→ 0% | -14% | -4 | 3% | 8% | -5% | -10% | -1% | -3% | 13% | 1%
9: CC(C)COC(=O)c1cc(=O)[nH]c2ccccc12
→ 2% | 8% | 6 | 21% | 1% | -12% | -2% | -7% | 2% | -1% | 0%
10: Cc1cc(=O)n(-c2ccc(O)cc2)[nH]1
→ 1% | 1% | 0 | 0% | -12% | -2% | -12% | -1% | 0% | 6% | 2%

Taken from the entries so far for reference:
Each structure is followed by: Tb PFK block | RORg inh | TRPV1 ag | BRCA1 expr up | ELG1 DNA repair | p53 reactivator | Rab9 promoter act | Gal4-VP16 FLuc | NPC1 promoter act | FLuc modulator | ELG1 genotoxic
1: Cc1cc2c(n1-c1ccc(Br)cc1)CC(C)(C)CC2=O
→ -3% | 5% | 21 | 1% | 4% | -2% | -4% | -9% | 1% | 1% | 2%
2: NC(=O)CN1C(=O)NC(c2ccccc2)(c2ccccc2)C1=O
→ -5% | 2% | -1 | -4% | -1% | -1% | -2% | 6% | 1% | 2% | -3%
3: CCOC(=O)C1CCN(c2cc3c(cc2NC(=O)c2ccccc2)n(C)c(=O)n3C)CC1
→ 1% | -31% | 29 | -15% | ? | 5% | 6% | -1% | 1% | 6% | -8%[9.26 µM]

Looked up above:
In Gal4-VP16 FLuc, no. 10 shows -1%
In FLuc modulator, no. 9 shows -1%
In FLuc modulator, no. 4 shows -4%
In BRCA1 expr up, no. 7 shows -15%
In FLuc modulator, no. 2 shows 2%

(list continues)
Each structure is followed by: Tb PFK block | RORg inh | TRPV1 ag | BRCA1 expr up | ELG1 DNA repair | p53 reactivator | Rab9 promoter act | Gal4-VP16 FLuc | NPC1 promoter act | FLuc modulator | ELG1 genotoxic
11: COc1ccc(C2(C)NC(=O)N(CC(=O)Nc3ccc(-c4nc5ccc(C)cc5s4)cc3)C2=O)cc1 (stereo not given)
→ 4% | -14% | 1 | 74% | ? | 4% | 2.2µM* | -9% | 4µM* | 3.4µM* | ?
12: CCN(CC)c1nc(-c2ccc(Cl)cc2)cc(C(F)(F)F)c1C#N
→ -4% | -2% | -1 | -36% | 0% | -7% | 2% | 0% | 2% | -1% | -3%
13: O=C(CNC(=O)c1ccccc1Cl)NC1CCN(Cc2ccccc2)CC1
→ 2% | -11% | -3 | -6% | -5% | 0% | 0% | 18% | 1% | -1% | -11%
14: COc1ccc(-c2csc(NC(=O)CN3C(=O)NC4(CCCC4)C3=O)n2)cc1
→ -6% | nt | -5 | -10% | 0% | 2% | -3% | nt | -1% | -2% | -3%
15: O=C(NC1CCCCC1)C(c1ccco1)N(C(=O)c1csnn1)c1cccc(F)c1 (stereo not given)
→ -4% | -1% | 16 | -7% | 0% | -9% | 6% | -14% | 0% | 0% | -4%
16: S=c1[nH]cc(-c2ccccc2)n1-c1ccccc1
→ ? | 3.5µM* | 1 | -5% | 1% | 1% | 0% | 4µM* | -1% | -4% | 0%
17: COc1ccc(N2CCN(S(C)(=O)=O)CC2)cc1
→ 6% | -2% | -1 | 3% | -2% | -1% | 13% | -5% | 9% | -3% | 2%
18: COC(=O)c1ccc(NC(=O)CN2CCN(c3ccccc3)CC2)cc1
→ 0% | 8% | 2 | -1% | -2% | 3% | -3% | -1% | 1% | 0% | 1%
19: O=C(NC1CCCc2c1cnn2-c1cc(F)cc(F)c1)c1ccncc1 (stereo not given)
→ -14% | -1% | ? | -2% | -12% | -10% | -10% | -11% | -2% | 0% | -18%
20: Cn1cccc1/C=C1\SC(=O)N(CC(=O)Nc2ccc(F)cc2)C1=O
→ 0% | -12% | 24 | -34% | 10% | -3% | -13% | 0% | 1% | 0% | 10%
21: CC1(C)C(c2cccs2)=[N+]([O-])C2(CCCCC/C2=N\NC(N)=O)N1O (stereo not given)
→ 3% | 2% | 0 | 9% | ? | 0% | 5% | 3% | 3% | 3% | -7%
22: O=C(NCCCn1ccnc1)/C(=C\c1cccs1)NC(=O)c1ccccc1
→ -2% | -5% | 1 | -16% | 9% | -8% | -11% | -4% | -2% | -1% | 0%
23: Cc1nn(C)cc1-c1n[nH]c(=S)n1-c1ccc(F)cc1
→ 1% | ? | 1 | -13% | 1% | -5% | 0% | 8% | -2% | 3% | -1%
24: CN(C)S(=O)(=O)c1ccc(C(=O)NC2CCCc3ccccc32)cc1 (stereo not given)
→ -3% | ? | 1 | -1% | ? | 2% | 1% | 5% | -1% | -5% | -3%
25: CCCCCCSc1ccc([C@@H]2[C@@H]3C(=O)N(CC)C(=O)[C@@H]3[C@]3(C(=O)OC)CCCCN23)cc1
→ 5% | nt | nt | 0% | -6% | -1% | nt | nt | nt | nt | -3%
26: COc1ccc(-c2sc3cc(OC)c(OC)cc3c2C#CC(C)(C)O)cc1
→ 3% | nt | 4 | -17% | ? | -8% | 0% | nt | 1% | -18% | 2%
27: CCN(CC)c1ccc(/C=N/O)cc1
→ -3% | 27% | 2 | 28% | -1% | -4% | 2% | 4% | 3% | ? | 3%
28: CCCNC(=O)c1ccc(N2CCC3(CC2)CC(c2ccccc2)=NO3)c(N)c1
→ 2% | -27% | -6 | -3% | -17% | 6% | -15% | -9% | -1% | -3% | 0%
29: CCN(CC)S(=O)(=O)c1ccc(Cl)c(NC(=O)c2cc(Cl)ccc2Cl)c1
→ 2% | -19% | 5 | 7% | 0% | 7% | 0% | -2% | 0% | 8% | 2%
30: Cc1cc(=O)[nH]c(SCCCOc2ccc3c(c2)CCC3)n1
→ 3% | 16% | ? | -1% | 1% | -6% | 11% | -17% | -2% | ? | 1%

Down the list, as entered above.
Nos. 21–30 in Gal4-VP16 FLuc: 3%, -4%, 8%, 5%, nt, nt, 4%, -9%, -2%, -17%

The listing continues.
Each structure is followed by: Tb PFK block | RORg inh | TRPV1 ag | BRCA1 expr up | ELG1 DNA repair | p53 reactivator | Rab9 promoter act | Gal4-VP16 FLuc | NPC1 promoter act | FLuc modulator | ELG1 genotoxic
31: O=C(Nc1ccc(Br)cc1)C1CC(O)CN1C(=O)Oc1ccccc1 (stereo not given)
→ 1% | -23% | -5 | 1% | 13% | 12% | -3% | 4% | -10% | -2% | -3%
32: COc1ccc2nc(N(CCN(C)C)C(=O)/C=C/c3cccs3)sc2c1
→ -3% | 8% | -4 | -44% | -27% | -3% | 6% | -2% | -2% | 1% | -10%
33: O=c1c2cnn(-c3ccccc3)c2nc(-c2cccs2)n1-c1ccc(Cl)cc1
→ -12% | 21% | -1 | -4% | 4% | 5% | -11% | 12% | -8% | 0% | -10%
34: COC(=O)Nc1ccc(S(=O)(=O)N2CCC(Cc3ccccc3)CC2)cc1
→ 2% | 22% | 19 | -30% | -13% | 0% | 1% | 16% | -1% | -2% | -5%
35: CCCC(=O)C1=C(N(C)c2ccccc2)CC(C)(C)CC1=O
→ -2% | -13% | 2 | -9% | -5% | nt | 1% | 2% | -1% | -1% | -3%

The order is random, and some 15% of all compounds hit somewhere here.
